High-throughput results as filed in PubChem BioAssay.
phage Ecoli inh: E. coli growth loss with phage present; inhibition, % at 11.9 µM; AID 651602; 360,000 tested, 0.26% active; growth absorbance; in the data active = inhibition above about 11%
Tat transport: inhibitors of E. coli Tat protein transport. inhibition, % at 10 µM. 340,000 tested, 0.036% active. AID 488895. E. coli MC4100 TorA-mCherry Tat export, fluorescence;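 active = mean replicate inhibition at least 50% and at least half of replicates individually reaching 50%; inconclusive = only one of the two criteria met; inactive = neither criterion met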;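 also: exported cargo escapes ClpAP degradation while cytoplasmic cargo is degraded and loses fluorescence; 0% = median of neutral control wells and 100% = median of NaSCN control wells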
CAL PDZ FP-1: human CAL PDZ-peptide interaction inhibition; Q9HD26; purified CAL PDZ, TMR-peptide fluorescence polarization, 1 h; inhibition, % at 20 µM; 330,000 tested, 0.02% active; AID 504414;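 active = highest replicate inhibition of at least 40%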;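 also: plate controls were DMSO neutral control wells for no effect and unlabeled competitor peptide control wells for full effect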
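System: purified tagged CAL PDZ domain construct (CerCALP). Schedule: 1 h incubation at room temperature before polarization reading. Medium: 25 mM sodium phosphate pH 7.4, 150 mM NaCl, TCEP, IgG, Thesit. Read-out: percent inhibition from loss of millipolarization. Measured by: FP readout, S and P plane fluorescence. Probe or stimulus: fluorescent TMR peptide probe.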
AddAB inh: less growth of phage-infected E. coli with AddAB; E. coli expressing H. pylori AddAB, absorbance growth; inhibition, % at 11.9 µM; 330,000 tested, 0.29% active; in the data active = inhibition above about 12%;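 also: 0% = vehicle wells of infected cells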
E coli growth: reduces bacterial viability in AddAB counter-screen; 330,000 tested, 0.27% active; E. coli V3065 growth, OD600 absorbance, 18 h; AID 449728; inhibition, % at 11.9 µM;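 active = inhibition above the campaign's mean inhibition across all tested compounds plus 3 SD, cut at about 9.9% in these data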;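 also: uninfected addAB+ strain grown without phage in ampicillin broth; 0% = DMSO wells and 100% = ciprofloxacin 0.95 µg/ml wells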
CAL PDZ FP-2: CAL PDZ (human) peptide binding inhibition; Q9HD26; purified CAL PDZ, TMR-peptide fluorescence polarization, 1 h; inhibition, % at 24.9 µM; 300,000 tested, 0.92% active; AID 602252;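 active = mean inhibition of at least 30% with at least half of replicates also reaching 30%; inconclusive = no clear call, values can overlap the other calls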;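 also: 0% = DMSO neutral control and 100% = excess unlabeled competitor peptide PRC23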
MITF act: increases MITF-driven TRPM1 promoter luciferase signal; AID 588334; activation, % at 12.5 µM; 300,000 tested, 0.75% active; SK-MEL-5 TRPM1-promoter luciferase, 24 h; % of positive control, neutral wells = 0;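 active = mean activation of at least 80% with every replicate also reaching 80%; inconclusive = mean reaches 80% but some replicate falls short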;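 also: 0% = neutral control wells and 100% = parthenolide positive control wells; values of inactives mirror those of a sister screen read the other way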
SR-BI DiI-HDL act: SR-BI HDL lipid transfer activation; AID 504775; 320,000 tested, 0.096% active; CHO ldlA[mSR-BI] cells, DiI-HDL uptake fluorescence, 3 h; 100 = double the neutral-control signal; activation, % at 12.5 µM;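 active = mean replicate activation of at least 60% and every replicate at or above 60%; inconclusive = mean or all-replicate condition met, but not both; inactive = mean below 60% and not all replicates reaching 60%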;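 also: 0% = median plate neutral-control signal and 100% = twice that signal; values of inactives mirror those of a sister screen read the other way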
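Test system: SR-BI-overexpressing, LDLR-lacking CHO cells. Measured by: DiI fluorescence, bottom read. Medium: Ham's F12 with 0.5% BSA, HEPES 25 mM, pH 7.4. Timing: 3 h uptake period with compound, 37 °C.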
Wnt act: Wnt/beta-catenin pathway activation | AID 743398 | activation, % at 9.35 µM | Wnt/beta-catenin reporter cell assay, activator, plate reader | 300,000 tested, 1.2% active; in the data active = activation above about 30%, passing the limit was not always enough; inconclusive = no clear call, values can overlap the other calls;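 also: 0% = neutral control wells and 100% = positive control wells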
SR-BI HDL uptake: blocks mouse SR-BI lipid uptake from DiI-HDL. Q61009. AID 488896. inhibition, % at 12.5 µM. 320,000 tested, 0.96% active. ldlA[mSR-BI] CHO cells, DiI-HDL uptake fluorescence, 3 h;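 active = mean replicate inhibition of at least 70% and a set share of replicates each scoring 70 or more; inconclusive = meets just one of the two criteria; inactive = fails both criteria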;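 also: 0% = median of neutral control wells and 100% = median of positive control wells; values of inactives mirror those of a sister screen read the other way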
Target sequence (Q61009 whole entry, looked up): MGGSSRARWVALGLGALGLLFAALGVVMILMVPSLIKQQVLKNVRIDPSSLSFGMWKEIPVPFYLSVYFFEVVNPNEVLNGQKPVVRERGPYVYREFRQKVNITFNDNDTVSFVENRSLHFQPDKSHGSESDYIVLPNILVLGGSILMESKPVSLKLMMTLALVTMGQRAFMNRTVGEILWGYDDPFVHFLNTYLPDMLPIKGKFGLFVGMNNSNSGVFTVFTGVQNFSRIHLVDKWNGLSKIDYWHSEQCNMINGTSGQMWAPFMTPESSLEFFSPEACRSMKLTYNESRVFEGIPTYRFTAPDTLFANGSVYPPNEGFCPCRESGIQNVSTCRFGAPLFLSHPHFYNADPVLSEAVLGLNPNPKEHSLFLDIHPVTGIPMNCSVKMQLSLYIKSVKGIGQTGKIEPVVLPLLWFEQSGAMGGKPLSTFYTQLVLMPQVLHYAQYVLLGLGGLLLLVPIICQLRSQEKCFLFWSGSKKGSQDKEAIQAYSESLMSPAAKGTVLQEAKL
Starred values were filed as active, the others as inactive; u = inconclusive; x = not tested or not shown. Not a hit list; about 3.6% have a hit in one of these screens.

SMILES | phage Ecoli inh | Tat transport | CAL PDZ FP-1 | AddAB inh | E coli growth | CAL PDZ FP-2 | MITF act | SR-BI DiI-HDL act | Wnt act | SR-BI HDL uptake
CCOC(=O)N1CCC2(CC1)CC(=O)c1cc(O)ccc1O2 | 2.9 | -9 | x | -4.0 | -1.0 | -5 | -9 | 1 | x | -1
COc1ccc([C@H]2CC(=O)C=C(c3ccc4[nH]ccc4c3)C2)cc1OC | 2.4 | 0 | -1.3 | 0.1 | -0.5 | -1 | 13 | -70 | 12 | u
Cc1cc(S(=O)(=O)Nc2cccnc2)c(Cl)cc1Cl | 3.8 | 7 | 0.0 | 3.4 | -0.1 | x | 7 | 12 | -1 | -12
CCCc1cc(=O)n2[nH]c(-c3ccc(C)cc3)cc2n1 | 2.7 | -3 | -4.3 | 1.6 | -0.6 | -1 | 45 | 1 | x | -1
O=CNC1c2ccccc2CCc2ccccc21 | 1.9 | 1 | 0.4 | x | x | -4 | 6 | -5 | 2 | 5
CCOc1ccc(C2SCC(=O)N2c2c(C)n(C)n(-c3ccccc3)c2=O)cc1 (centres undefined) | 2.7 | -2 | -1.3 | 4.7 | 0.2 | -5 | 0 | 4 | x | -4
Cc1cccc(C(=O)NCCC(=O)Nc2ccc(F)c([N+](=O)[O-])c2)c1 | 1.8 | -5 | -2.6 | 3.0 | 1.6 | 3 | x | x | -1 | x
COc1ccc(C2C(C(=O)Nc3ccccn3)=C(C)Nc3ncnn32)c(OC)c1 (centres undefined) | -0.5 | 6 | -0.3 | 1.0 | -0.5 | x | 4 | 8 | -2 | -8
CCc1ccccc1-n1nnc(-c2ccccc2)n1 | -2.4 | -10 | -1.2 | -0.5 | 2.6 | 4 | 15 | -15 | 1 | 15
CCCCN1CC(O)=C(c2nc3ccccc3[nH]2)C1=N | 1.6 | -7 | -0.7 | -0.1 | -2.6 | 0 | 65 | 16 | 22 | -16
N#Cc1ccc(CN2CCN(C(=O)c3ccccc3)CC2)c(Cl)c1 | 0.9 | -10 | -0.9 | 3.5 | -2.6 | x | -3 | 6 | x | -6
CN(C)CCCNC(=O)c1cc2sc3ccccc3c2s1 | 1.4 | 2 | -3.6 | 0.8 | 0.5 | -1 | 18 | 1 | 24 | -1
NC(=O)c1c(NC(=O)CSc2nc3c(c(C(F)(F)F)n2)CCc2ccccc2-3)sc2c1CCCC2 | x | 5 | 0.2 | 1.2 | 1.0 | x | -6 | 21 | -2 | -21
COc1ccc(N2CC(O)(c3ccc(F)cc3)[N+]3=C2CCCC3)cc1 (centres undefined) | -1.9 | -1 | 1.9 | 0.4 | 0.4 | 3 | 2 | -12 | -1 | 12
CCOc1ccc(N/C(C)=C/C(=O)c2ccc3c(c2)OCCO3)cc1 | -0.1 | 0 | -0.9 | 2.3 | 1.8 | x | 61 | 7 | 47* | -7
Cc1ccc(NC(=O)Cn2c(=O)ccn(Cc3ccccc3)c2=O)cc1S(=O)(=O)N1CCOCC1 | 1.4 | -3 | -1.1 | x | x | x | 3 | -35 | 2 | 35
CCCCC(=O)NC1=C(C(=O)OC)SCC1 | 3.8 | 4 | -2.2 | 3.8 | 0.3 | -3 | 3 | -12 | x | 12
COc1ccc(S(=O)(=O)Nc2cc3c4c(c2)CCN4C(=O)CC3)cc1OC | -0.1 | -17 | -1.7 | -1.2 | 2.2 | -6 | 13 | -12 | -1 | 12
CCOc1ccc(S(=O)(=O)N2CCCC(C(=O)NCc3cccnc3)C2)cc1Cl (centres undefined) | -0.9 | 3 | -1.0 | 5.5 | 1.1 | -5 | -7 | 13 | -5 | -13
C=CCCCCCCCCC(=O)NN | 2.1 | 2 | -0.6 | 3.7 | -1.6 | -2 | 14 | 19 | 1 | -19
COc1ccc(N2CCN(CCNC(=O)Nc3ccc(C)c(Cl)c3)CC2)cc1 | 2.7 | -5 | -1.0 | 1.0 | 0.8 | 12 | 4 | -28 | -4 | 28
CC(C)CC(=O)Nc1ccc(C(=O)CN2C(=O)NC3(CCOc4ccccc43)C2=O)cc1 (centres undefined) | 2.1 | 1 | -2.1 | 1.7 | 2.6 | 0 | -2 | -18 | -5 | 18
O=C(CN1CCN(C2CCCCC2)CC1)c1c[nH]c2ccccc12 | 4.4 | 8 | -1.8 | 1.2 | -1.4 | 2 | -1 | 0 | 9 | 0
Cc1noc(NS(=O)(=O)c2ccc(NC(=O)c3ccccc3NS(=O)(=O)c3ccc(F)cc3)cc2)c1C | 1.9 | -7 | -0.9 | 2.1 | -0.7 | -4 | -9 | 6 | -1 | -6
OCCN(CCO)CC(O)CN(c1ccccc1)c1ccccc1 (centres undefined) | 0.5 | -5 | 1.5 | 0.3 | 0.0 | 3 | x | 6 | 4 | -6
CCC(O)(C(=O)Nc1ccccc1C(F)(F)F)c1ccccc1OC (centres undefined) | 1.5 | -6 | -0.1 | 3.7 | 1.8 | 0 | 7 | 26 | 0 | -26
CCCCCCSc1cc(-c2nc3ccc(Cl)cn3c2NC2CCCCC2)ccc1OC | 1.0 | -6 | 0.0 | 3.7 | -1.2 | -2 | 7 | 18 | 4 | -18
O=C(CN1C(=O)NC2(CCCc3ccccc32)C1=O)NCC(F)(F)F (centres undefined) | 1.2 | -8 | -1.4 | -1.6 | -1.0 | -4 | -5 | 9 | -2 | -9
[2H]C(CCOS(N)(=O)=O)c1ccccc1 (centres undefined) | 3.6 | 34 | -0.6 | 2.4 | 0.9 | 0 | 8 | -10 | -1 | 10
Cc1ncc(CO)c(/C=N/NC(=O)c2ccoc2C)c1O | 3.3 | 8 | -1.8 | x | x | 0 | -10 | 17 | -5 | -17

Ordered by length of the SMILES (falling): part of the list above.
SMILES | phage Ecoli inh | Tat transport | CAL PDZ FP-1 | AddAB inh | E coli growth | CAL PDZ FP-2 | MITF act | SR-BI DiI-HDL act | Wnt act | SR-BI HDL uptake
CCCCCCSc1cc(-c2nc3ccc(Cl)cn3c2NC2CCCCC2)ccc1OC | 1.0 | -6 | 0.0 | 3.7 | -1.2 | -2 | 7 | 18 | 4 | -18
OCCN(CCO)CC(O)CN(c1ccccc1)c1ccccc1 (centres undefined) | 0.5 | -5 | 1.5 | 0.3 | 0.0 | 3 | x | 6 | 4 | -6
[2H]C(CCOS(N)(=O)=O)c1ccccc1 (centres undefined) | 3.6 | 34 | -0.6 | 2.4 | 0.9 | 0 | 8 | -10 | -1 | 10

The results go on:
SMILES | phage Ecoli inh | Tat transport | CAL PDZ FP-1 | AddAB inh | E coli growth | CAL PDZ FP-2 | MITF act | SR-BI DiI-HDL act | Wnt act | SR-BI HDL uptake
CC(C)(C)C(=O)N1CCN(c2ccc([N+](=O)[O-])cc2Cl)CC1 | 1.8 | 3 | -2.1 | 2.4 | 2.4 | -2 | 10 | -37 | x | 37
O=[N+]([O-])c1ccc(C=NNc2ccccc2)cc1 | 1.6 | -9 | -2.1 | x | x | -4 | 70 | 3 | 14 | -3
O=C(CN1CCN(c2ccccc2)CC1)Nc1ccncc1 | 0.2 | 3 | -5.5 | 2.0 | -2.4 | x | -4 | 0 | -2 | 0
NC(=O)COC(=O)CCCc1nc2ccccc2s1 | 1.7 | 6 | -0.4 | 1.2 | -1.3 | x | -6 | 15 | x | -15
O=C(Cc1ccc(Cl)cc1)NNc1c(F)c(F)cc(F)c1F | 9.5 | 2 | -0.3 | 1.2 | 0.3 | 4 | 5 | 25 | -1 | -25
O=c1cc(Nc2ccc3c(c2)OCCO3)[nH]c(=O)n1Cc1ccc(F)cc1 | 3.1 | 15 | -1.1 | 0.3 | 0.3 | 3 | 7 | 21 | -1 | -21
Cc1ccccc1NC(=O)CN1CCN(C(=O)c2ccco2)CC1 | -1.0 | 2 | -2.4 | -1.5 | 1.8 | -3 | 1 | 8 | 1 | -8
O=C1CC(Sc2nnnn2C2CCCCC2)C(=O)N1c1ccccc1 (centres undefined) | 1.6 | -14 | 1.5 | -1.1 | -1.1 | -5 | -2 | 12 | -4 | -12
COc1ccccc1-c1nc(SCC(=O)N2CCC(C(N)=O)CC2)n[nH]1 | 1.8 | -11 | -1.2 | 0.3 | 1.4 | -1 | -20 | 18 | -2 | -18
O=C(CN1C(=O)NC2(CCCC2)C1=O)Oc1ccc2ccc(=O)oc2c1 | 4.9 | -1 | -0.1 | 1.6 | -0.2 | -1 | -11 | 6 | -3 | -6
O=C(Cn1cnc2c(OCc3ccccc3)ncnc21)NCC1CCCO1 (centres undefined) | 2.0 | -1 | -0.2 | 4.2 | -2.5 | -5 | -5 | 17 | -1 | -17
O=C(CNC(=O)c1nc[nH]c1C(=O)NCc1ccccc1)OCc1ccccc1 | 0.6 | 2 | -0.8 | 2.1 | -2.7 | 1 | 13 | 5 | 0 | -5
Cc1ccc(N2CC(C(=O)NC3=NCCS3)CC2=O)cc1 (centres undefined) | 2.0 | -4 | -2.4 | 1.1 | -0.3 | -4 | x | 11 | 5 | -11
COC(=O)c1noc(C)c1-c1ccnn1C(=O)c1ccc(Cl)cc1 | 3.8 | 5 | -0.3 | 2.5 | 2.6 | -7 | 0 | -1 | -2 | 1
COc1ccccc1CNC(=O)C(C)Oc1ccccc1 (centres undefined) | 5.0 | 2 | -0.8 | 0.4 | 0.1 | 1 | x | -2 | -1 | 2
Cc1ccc2oc(=O)cc(CN3CCC(C)CC3)c2c1 | 2.6 | 1 | -2.5 | 3.1 | -0.9 | -1 | x | -18 | -1 | 18
COc1ccc(-c2[nH]nc(-c3ccccc3)c2-c2nc3ccccc3[nH]2)cc1 | 0.8 | 0 | -0.7 | 2.3 | 0.8 | 0 | -3 | 7 | x | -7
CC(C)[C@H](NC(=O)c1ccc(Cl)cc1)C(=O)OCC(=O)N1CCN(c2ccccc2)CC1 | -0.1 | -3 | -0.9 | -2.1 | -1.2 | x | -8 | -39 | -6 | 40
Cc1cc(C(F)(F)F)nn1CC(=O)Nc1ccc(Br)c2cccnc12 | 0.1 | 4 | -1.2 | 1.8 | -0.8 | 5 | -1 | -29 | -4 | 29
Cc1cc(C)c(S(=O)(=O)N2CCCc3ccccc32)c(C)c1 | 1.6 | 5 | -0.8 | 0.7 | -1.9 | -9 | x | -2 | -1 | 2
CCn1cc(/C=N/O)c(C)n1 | 6.2 | -8 | -2.0 | 0.5 | 1.4 | 6 | 5 | 23 | -5 | -23
CC(C)NC(=O)c1ccccc1NC(=O)C(C)Oc1ccccc1 (centres undefined) | 2.4 | 5 | 1.6 | -0.7 | -1.9 | -7 | 2 | 3 | -1 | -3
Nn1cnc2c(c1=O)C1(CCCCC1)Cc1ccccc1-2 | 4.2 | 1 | -1.5 | 2.9 | -1.3 | 4 | 2 | 3 | x | -3
C=CCn1c(SCC(=O)Nc2cc3oc4ccccc4c3cc2OC)nnc1-c1cnccn1 | 2.8 | -3 | -3.4 | -0.4 | -0.6 | -3 | x | x | -3 | x
